# CHOP UPR activ = activators of apoptotic CHOP UPR arm, primary screen, cell-based, CHO-CHOP luciferase reporter, luminescence, uHTS. UPR activation; percent of tunicamycin response over DMSO baseline. activation, % at 10 µM. actives 0.34% (n = 330,000);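 active means at 10 µM dose, activation of 40% or more, normalized to positive control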;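 further: 100% = tunicamycin at 10 µg/mL and 0% = DMSO alone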
#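 Evaluation: % reporter activation, DMSO baseline versus tunicamycin full activation; System: CHO-CHOP luciferase reporter cell line; Input: 500 cells/well; Incubation: 6 h compound treatment, 37 °C; Measured by: Steady-Glo luciferase luminescence; Dosing: one dose, 10 µM in 0.5% DMSO; Buffer or medium: F12 medium, 10% FBS; Benchmarks: positive tunicamycin 10 µg/mL, negative DMSO alone.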
# 697 NFkB inh = inhibitors of PMA/ionomycin-induced NF-kB reporter, 697 cells, primary screen, B-cell NF-kB inhibitor project, cell-based, luminescence, uHTS | 697 B-cell NF-kB luciferase reporter, 16 h | inhibition, % at 4 µM | actives 0.33% (n = 330,000); in the data active means inhibition above about 35%
# XBP1 UPR activ = activators of adaptive XBP1 UPR arm, primary screen, cell-based, CHO-XBP1 luciferase reporter, luminescence, uHTS; actives 0.33% (n = 330,000); AID 463104, 2010; activation, % at 20 µM; IRE1-XBP1 UPR activation; percent of tunicamycin response, DMSO as zero;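 active means versus positive control, 20 µM dose yields 30% or more activation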;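 further: 100% = tunicamycin at 10 µg/mL and 0% = DMSO only wells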
#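 Signal: luciferase luminescence; Assay system: CHO-XBP1 luciferase reporter cells; Amount: one thousand reporter cells per well; Dosing: 20 µM single concentration, DMSO 1%; Benchmarks: high control tunicamycin 10 µg/mL final, low control DMSO vehicle only; Schedule: 6 h compound exposure at 37 °C, 5% CO2; Evaluation: percent activation relative to tunicamycin reference.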
# CXCR6 inh = CXCR6 receptor inhibitors, primary screen, cell-based, beta-arrestin, luminescence, CHO-K1 PathHunter, 1536-well; C-X-C chemokine receptor type 6 (Homo sapiens), O00574; inhibition, % at 20 µM; actives 0.36% (n = 360,000); in the data active means inhibition above about 34%, passing the limit was not always enough;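 further: antagonist mode with CXCL16 agonist at 10 nM final; 0% = 10 nM CXCL16 with DMSO and 100% = unstimulated wells without agonist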
# Target sequence (O00574 whole entry, looked up): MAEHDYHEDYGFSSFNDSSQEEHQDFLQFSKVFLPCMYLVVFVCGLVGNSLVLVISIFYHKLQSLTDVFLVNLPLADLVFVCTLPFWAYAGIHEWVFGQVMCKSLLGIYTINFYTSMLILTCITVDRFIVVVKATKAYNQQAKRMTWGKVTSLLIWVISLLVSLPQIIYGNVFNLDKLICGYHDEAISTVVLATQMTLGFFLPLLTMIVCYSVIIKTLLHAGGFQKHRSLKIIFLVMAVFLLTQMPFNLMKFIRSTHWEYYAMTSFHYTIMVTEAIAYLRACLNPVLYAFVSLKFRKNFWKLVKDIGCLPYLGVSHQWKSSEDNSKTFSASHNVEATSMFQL
# Gli-Sufu antag = Gli-Sufu pathway antagonists, primary screen, luciferase luminescence, Sufu-KO-LIGHT cells, uHTS. Sufu-KO-LIGHT fibroblasts, Gli luciferase reporter luminescence. inhibition, % at 5 µM. actives 0.74% (n = 340,000). AID 588413, 2011;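 active means inhibition above about 55%, limit read from the data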;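 further: 0% = DMSO-treated cells and 100% = wells with medium but no cells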
# EBI2 antag = EBI2 receptor antagonists, beta-arrestin recruitment, primary screen, cell-based, luminescence, 7a,25-OHC stimulation, uHTS; G-protein coupled receptor 183 (Homo sapiens), P32249; actives 0.81% (n = 360,000); inhibition, % at 5 µM; 7a,25-OHC stimulated; in the data active means inhibition above about 38%;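 further: enzyme fragment complementation signal reports receptor beta-arrestin coupling in cells; 0% = agonist plus DMSO wells and 100% = wells without agonist; some results beyond the cut were filed as inactive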
# Target sequence (P32249 whole entry, looked up, the tested form may be a part): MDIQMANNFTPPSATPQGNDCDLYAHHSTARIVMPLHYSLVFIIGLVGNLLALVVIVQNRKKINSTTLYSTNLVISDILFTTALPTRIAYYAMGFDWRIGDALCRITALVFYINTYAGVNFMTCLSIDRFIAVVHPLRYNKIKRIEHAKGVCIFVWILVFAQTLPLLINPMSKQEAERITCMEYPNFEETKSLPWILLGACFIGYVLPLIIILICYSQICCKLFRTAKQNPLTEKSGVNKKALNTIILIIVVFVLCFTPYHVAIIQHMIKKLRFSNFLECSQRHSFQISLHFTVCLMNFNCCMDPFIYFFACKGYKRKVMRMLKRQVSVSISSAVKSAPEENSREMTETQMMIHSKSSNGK
# CCR6 antagonist = CCR6 receptor antagonists, primary screen, cell-based, CHO-K1, luminescence, beta-arrestin, uHTS; inhibition, % at 20 µM; CHO-K1 CCR6 PathHunter beta-arrestin, CCL20-stimulated; AID 493098, 2011; actives 0.49% (n = 340,000);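 active means compounds whose inhibition of the agonist-driven luminescence signal at 20 µM reaches about 50%, limit read from the data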;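 further: cells stimulated with CCL20 at 14 nM final; plate controls were DMSO with CCL20 for no effect and DMSO without agonist for full effect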
# Target sequence (P51684 whole entry, looked up): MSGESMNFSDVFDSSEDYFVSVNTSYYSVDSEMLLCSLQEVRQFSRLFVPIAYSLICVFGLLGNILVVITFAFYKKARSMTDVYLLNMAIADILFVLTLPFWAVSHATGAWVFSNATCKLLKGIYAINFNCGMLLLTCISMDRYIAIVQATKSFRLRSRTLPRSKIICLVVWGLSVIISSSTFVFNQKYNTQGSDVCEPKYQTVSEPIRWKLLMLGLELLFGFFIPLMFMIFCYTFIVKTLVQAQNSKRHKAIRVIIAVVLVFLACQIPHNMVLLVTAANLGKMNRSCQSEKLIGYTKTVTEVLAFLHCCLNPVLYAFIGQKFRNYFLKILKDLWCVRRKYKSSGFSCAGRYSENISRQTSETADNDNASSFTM
# Jurkat NFkB inh = inhibitors of induced NF-kB luciferase reporter, primary screen, TCR NF-kB activation inhibitor project, cell-based, luminescence, uHTS; Jurkat, PMA/ionomycin-induced NF-kB luciferase reporter; inhibition, % at 4 µM; actives 0.53% (n = 330,000); in the data active means inhibition above about 50%
# Mdm2 MdmX PPI = inhibitors of human Mdm2-MdmX association, primary screen, cell-based, luminescence, split luciferase, SaOS-2, uHTS; Protein Mdm4 (Homo sapiens) + E3 ubiquitin-protein ligase Mdm2 (Homo sapiens), …; inhibition, % at 8 µM; SaOS-2 split-luciferase Mdm2/MdmX complementation; actives 3% (n = 330,000);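 active means inhibition of at least 50% at 8 µM in the primary screen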
# An asterisk follows results filed as active; i = inactive; / = no result given.
SMILES,CHOP UPR activ,697 NFkB inh,XBP1 UPR activ,CXCR6 inh,Gli-Sufu antag,EBI2 antag,CCR6 antagonist,Jurkat NFkB inh,Mdm2 MdmX PPI
CC(CCc1ccccc1)NCc1ccncc1 (configuration not stated),-2.4,11,-2,-2,0,-5,-6,0,-5
COc1ccc(CN2CC(=O)N(c3ccccc3OC)C2=S)cc1OC,1.5,0,-5,-13,-7,-7,-10,9,11
CCN(CC(F)(F)C(F)F)S(=O)(=O)c1ccc(NC(=O)OC)cc1,0.0,-7,-1,-1,0,-9,1,-20,-2
Cn1c(CNS(=O)(=O)c2ccc(Br)cc2)n[nH]c1=S,1.8,20,4,0,-3,-10,6,17,-15
Cc1ccc2c(c1)C1(C(=O)N2)N2CCCC2C(C(=O)c2ccc3ccccc3c2)C12C(=O)Nc1ccccc12 (configuration not stated),/,/,/,-4,-6,9,9,/,/
C/C(=N\NC(=O)C(NC(=O)c1ccccc1)C(C)C)c1ccccc1 (configuration not stated),-1.5,2,1,-3,-3,1,8,8,22
O=C(NC(Cc1c[nH]c2ccccc12)C(=O)Nc1ccc(F)c([N+](=O)[O-])c1)c1cccs1 (configuration not stated),0.7,i,-3,0,3,8,21,-44,96*
CCC(C)NC(=S)N1CCN(C(c2ccccc2)c2ccccc2)CC1 (configuration not stated),-2.5,-3,-3,8,3,20,14,-3,17
CCCCn1c2nc3ccccc3nc2c2c(=O)n(CCC)cnc21,-1.5,25,-3,2,-1,11,11,9,6
COc1ccccc1NC(=O)C(=O)N/N=C(\C)CC(=O)Nc1ccccc1C(F)(F)F,-0.1,-8,4,18,-14,1,31,-5,-16
CCN(CC)C1=CC(=[N+]2CCCC2)CC(C)(C)C1,1.5,-1,-2,4,79*,-1,-7,46,18
O=C(N/N=C1\CCCc2c1[nH]c1ccc([N+](=O)[O-])cc21)c1ccncc1,0.3,-11,-1,/,/,/,/,-3,-5
COc1cc2sc3ccc(-c4ccc5[nH]ccc5c4)cc3c(=O)c2cc1OC,3.8,-63,8,3,-51,10,3,-87,-22
Cc1ccc(C(=O)NN2CC(O)=C(c3nc(-c4cccc([N+](=O)[O-])c4)cs3)C2=N)cc1,-1.5,15,-5,-12,5,1,14,-12,37
COc1ccc2c(C)cc(C)nc2n1,2.0,-2,-2,2,-5,-6,3,-7,7
Cc1ccc(N(CC(=O)O)C2SC(=O)NC2=O)cc1 (configuration not stated),-0.7,8,0,-4,-15,-9,-5,8,1
CCCN1C/C(=C/c2ccc3c(c2)OCO3)C(=O)/C(=C/c2ccc3c(c2)OCO3)C1,55*,-19,6,12,27,-28,29,-9,99*
N#C/C(=C/c1ccc(C(=O)O)cc1)C(=O)NCc1ccccc1,0.2,18,-2,1,0,-14,-4,3,-18
O=C(CSc1ncnc2ccccc12)N1CCCC1,2.4,-47,2,1,-34,-4,2,-33,5
O=C(CN1C(=O)c2ccccc2S1(=O)=O)N1CCc2ccccc2C1,0.7,7,9,-4,16,-15,-9,8,55*
Cc1ccc(-n2ccnc(SCC(=O)NC3CCCC3)c2=O)cc1F,-1.2,-1,-2,-11,-4,-4,8,4,17
Cc1ccc(S(=O)(=O)NCC(C)n2nc(C)nc2C)cc1 (configuration not stated),3.3,6,-1,-5,-3,6,9,-1,6
Cc1ccccc1C(=O)Nc1ccc(Br)c(C)n1,6.7,-48,3,-6,-61,3,21,-60,-49
COCCCNCCOCCOc1ccc(C)cc1[N+](=O)[O-],-1.7,-1,0,0,11,-7,15,8,-47
Cc1ccc(S(=O)(=O)N2CCN(C(=O)CSc3nc4ccccc4c(=O)[nH]3)CC2)c(C)c1,-0.8,-10,-1,3,15,7,9,-6,-1

# Retrieved by compound from the list above (five):
SMILES,CHOP UPR activ,697 NFkB inh,XBP1 UPR activ,CXCR6 inh,Gli-Sufu antag,EBI2 antag,CCR6 antagonist,Jurkat NFkB inh,Mdm2 MdmX PPI
O=C(N/N=C1\CCCc2c1[nH]c1ccc([N+](=O)[O-])cc21)c1ccncc1,0.3,-11,-1,/,/,/,/,-3,-5
Cc1ccccc1C(=O)Nc1ccc(Br)c(C)n1,6.7,-48,3,-6,-61,3,21,-60,-49
Cc1ccc(C(=O)NN2CC(O)=C(c3nc(-c4cccc([N+](=O)[O-])c4)cs3)C2=N)cc1,-1.5,15,-5,-12,5,1,14,-12,37
Cc1ccc(-n2ccnc(SCC(=O)NC3CCCC3)c2=O)cc1F,-1.2,-1,-2,-11,-4,-4,8,4,17
CCN(CC)C1=CC(=[N+]2CCCC2)CC(C)(C)C1,1.5,-1,-2,4,79*,-1,-7,46,18

# The list goes on:
SMILES,CHOP UPR activ,697 NFkB inh,XBP1 UPR activ,CXCR6 inh,Gli-Sufu antag,EBI2 antag,CCR6 antagonist,Jurkat NFkB inh,Mdm2 MdmX PPI
Cc1c(C(=O)N(Cc2ccco2)Cc2cccs2)oc2ccccc12,-1.6,23,0,2,0,13,18,-3,-14
Cc1[nH]c(=S)c(C#N)c(-c2ccccc2)c1C(=O)Nc1ccccc1,-1.1,-6,0,7,4,0,3,-5,5
Nc1ccc(C(=O)Nc2cccc(NC(=O)c3ccc(N)cc3)c2)cc1,0.1,9,-5,4,-4,-9,14,-2,-2
O=C(COC(=O)c1ccccc1[N+](=O)[O-])Nc1cc(S(=O)(=O)N2CCOCC2)ccc1N1CCCC1,0.1,25,0,0,0,-17,-4,-5,12
Cc1ccc(C)c(NC(=O)CSc2nc3nc(-c4cccs4)cc(C(F)(F)F)c3c(=O)[nH]2)c1,-1.6,2,3,-2,8,9,25,21,45
CNS(=O)(=O)c1cnccc1N1CCN(c2cccc(C)c2)CC1,-0.8,7,-3,2,-17,-2,6,1,22
CC(=O)c1[nH]c(C)c(C(=O)N2CCCC(Nc3cccc(F)c3)C2)c1C (configuration not stated),-0.2,18,-9,2,-2,-14,13,4,6
COc1cc(OC)cc(C(=O)NC(=S)NNC(=O)Cc2cccs2)c1,-0.1,7,3,7,0,-7,4,-3,36
O=C(OCC(=O)N1CCC(Cc2ccccc2)CC1)c1cc(Br)ccc1O,0.2,15,1,-3,-1,24,6,-3,-19
COc1ccc(N(C(=O)c2ccn[nH]2)C(C(=O)NC(C)(C)C)c2ccc(F)cc2)cc1 (configuration not stated),-1.5,23,-2,0,6,5,6,9,5
COc1ccc(N2CCN(CCCNC(=O)CC3Oc4ccc(C)cc4NC3=O)CC2)cc1 (configuration not stated),1.5,5,-1,1,-9,-3,3,15,-13
CC1CCCC(NC(=O)c2n[nH]c(=O)c3ccccc23)C1C (configuration not stated),2.1,-14,2,-1,-21,3,7,-38,-10
COc1ccc(CN(C)CC(=O)NC(=O)NC2CCCCC2)cc1,3.8,11,-3,-2,5,-6,15,-3,-28
N#Cc1c(SCC(=O)Nc2nc3ccccc3s2)sc2c(O)cc(=O)[nH]c12,-0.1,-28,-1,14,-1,-16,-1,-8,29
CC(=O)Nc1cc2c(cc1NC(=O)c1cnccn1)OCCO2,-0.1,-1,1,-9,-3,1,7,-13,-19
C=CCOC(=O)C(=O)/C=C/c1csc2ccccc12,0.8,2,-1,-4,0,0,11,-15,16
O=C(c1cccc(Cl)c1)N1CCC(C(=O)N2CCN(Cc3ccccc3)CC2)CC1,0.4,3,-4,6,4,5,-1,8,-5
COc1ccc(CNC(=O)CN(C(=O)c2csnn2)c2cccc3c2CCCC3)cc1,-2.3,12,-1,4,-12,10,0,-5,6
COc1ccc(NC(=O)c2[nH]c(C)c(C(C)=O)c2C)cc1,2.7,-26,1,-6,/,4,0,-53,-61
CC(=O)N1c2ccccc2C2CCCC[C@H]21 (some centres not stated),0.3,8,0,-2,-11,-16,-3,5,-4
O=C(c1ccc(CS(=O)(=O)c2cccc(C(F)(F)F)c2)o1)N1CCN(c2ccccn2)CC1,1.8,-12,0,-1,13,14,-8,-1,14
S=C(N/N=C/c1ccc2ncccc2c1)Nc1cccnc1,-6.0,19,-10,4,27,-10,-9,28,-1
CCCCOC(=O)CSc1nnc(-c2ccc(Cl)cc2Cl)o1,-0.7,2,-4,3,-6,0,-11,-17,3
O=C(CCNC(=O)c1ccc(Br)cc1)Nc1cccc(S(=O)(=O)N2CCCCCC2)c1,-0.5,-4,-6,3,9,-10,19,15,22
O=[N+]([O-])c1cccc(-c2nnn(C34CC5CC(CC(C5)C3)C4)n2)c1,5.7,-57,3,-4,6,1,34,-60,-37
SMILES,CHOP UPR activ,697 NFkB inh,XBP1 UPR activ,CXCR6 inh,Gli-Sufu antag,EBI2 antag,CCR6 antagonist,Jurkat NFkB inh,Mdm2 MdmX PPI
CC(=O)Nc1ccccc1C(F)(F)F,1.4,5,1,1,6,0,-2,9,10
Cn1c(=O)c2cc(S(=O)(=O)NC(C(=O)N3CCCCCC3)c3ccccc3)ccc2n(C)c1=O (configuration not stated),-1.9,1,-1,1,9,-4,-3,-10,-15
O=C(CNC(=O)c1ccc(Cl)cc1)OCn1nnc2ccccc2c1=O,-0.5,8,-2,-12,0,1,-14,-4,4
CCC(=O)c1cn(CC(=O)Nc2ccc(OC)cc2)c2ccccc12,1.1,3,-8,2,3,0,2,8,-1
CN1C(=O)/C(=C/c2ccccc2F)Sc2ccc(C(=O)N3CCCC3)cc21,-1.3,-34,-3,3,-8,-4,10,14,39
COc1cccc(NC(=O)C2CC(=O)N=C(N)S2)c1 (configuration not stated),-1.5,18,-2,-4,-1,-13,21,-2,18
COc1ccc(NC(=O)C2CCCN(C(=O)c3ccc(Cl)cc3)C2)cc1S(=O)(=O)N(C)C (configuration not stated),0.5,22,0,-3,-6,2,11,14,4
O=C(COC(=O)c1cc(=O)[nH]c2ccccc12)Nc1nc(-c2cccc(Br)c2)cs1,7.6,-5,1,6,-21,9,7,-22,-5
CC(=O)OCC(=O)C1(O)CCC2C3CCC4C(OC(C)=O)C(=O)CCC4(C)C3C(=O)CC21C (configuration not stated),/,/,/,2,5,1,9,/,/
COc1ncnc(OC)c1S(=O)(=O)Nc1ccc(C(F)(F)F)cc1,-3.2,-16,4,4,6,-1,1,3,10
CCOCCCNC(=S)N(CCN(C)C)Cc1cc2cc3c(cc2[nH]c1=O)OCCO3,-1.7,7,-5,6,16,-12,7,12,1
[O-][N+]1=c2ccc(Nc3ccccc3)cc2=NC12CCCCC2,/,/,/,10,10,8,15,/,/
CCC(c1nnc(SCC(=O)NCCc2ccc(OC)c(OC)c2)n1Cc1ccccc1)N(C)C (configuration not stated),-0.5,1,-2,0,10,13,10,-4,10
Cn1cccc1CC(=O)N/N=C/c1ccc(C(C)(C)C)cc1,2.6,-42,3,-1,-20,9,-4,-45,1
Cc1c(NC(=O)CN2CCN(C(c3ccccc3)c3ccccc3)CC2)c(=O)n(-c2ccccc2)n1C,-0.2,-4,-1,5,6,2,0,-5,-30
Cc1ncoc1C(=O)NC1CC(C)(C)Cc2c1cnn2-c1ccc(F)cc1 (configuration not stated),0.2,-1,-4,4,11,-7,12,6,9
